mIAP block – blocks mouse intestinal alkaline phosphatase | inhibition, % at 10 µM | purified mouse IAP, CDP-Star luminescence, 30 min | 0.2% of 330,000 active;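 active = inhibition of at least 40% at 10 µM in the primary screen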;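 note: plate controls were DMSO with enzyme for no effect and no enzyme wells for full effect; values of inactives mirror those of a sister screen read the other way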
beta cell repl – induces beta-cell replication in MIN6 cells | MIN6 cells proliferation, ATPlite luminescence, 48 h; cells starved in 0.2% serum; 100% = growth in 10% serum | proliferation, % at 10 µM | 0.29% of 330,000 active;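 active = compounds whose signal lies at least 3.5 SD above the mean of all wells on their plate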;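 note: 0% = DMSO-treated cells in low-serum medium and 100% = 10% serum control; some compounds called inactive have numbers as strong as hits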
MPTP block – permeability transition pore inhibition. 1.4% of 360,000 active. isolated mouse mitochondria, Ca2+ swelling absorbance, 30 min. inhibition, % at 10 µM;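 active = inhibition of 50% or more, scaled per plate between neutral and stimulator controls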;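 note: 0% = DMSO wells given calcium and 100% = 1 mM EGTA wells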
ATG4B inhibitor – ATG4B (human) cysteine protease inhibition; Q9Y4P1; 0.51% of 340,000 active; inhibition, % at 8.33 µM; ATG4B cleavage of LC3-PLA2, NBD-HPC fluorescence, 1 h; in the data active = inhibition above about 40%
Target sequence (Q9Y4P1 whole entry, looked up): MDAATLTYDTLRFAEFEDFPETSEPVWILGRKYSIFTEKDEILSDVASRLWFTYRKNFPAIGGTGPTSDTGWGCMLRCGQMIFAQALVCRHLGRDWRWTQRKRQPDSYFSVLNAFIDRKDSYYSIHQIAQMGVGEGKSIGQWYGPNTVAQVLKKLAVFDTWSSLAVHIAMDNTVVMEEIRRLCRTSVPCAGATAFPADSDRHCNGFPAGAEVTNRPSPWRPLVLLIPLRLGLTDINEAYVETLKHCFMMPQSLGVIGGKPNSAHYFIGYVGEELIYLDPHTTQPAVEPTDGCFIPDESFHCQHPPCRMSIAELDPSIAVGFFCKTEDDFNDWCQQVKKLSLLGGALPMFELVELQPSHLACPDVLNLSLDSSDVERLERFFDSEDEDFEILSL
hIAP block – blocks human intestinal alkaline phosphatase; purified IAP, CDP-Star luminescence, 30 min; P09923; inhibition, % at 10 µM; 0.12% of 330,000 active; AID 2544;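 active = inhibition reaching a set limit with compound at 10 µM in the primary screen, cut at about 35% in these data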;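 note: plate controls were DMSO wells with enzyme for no effect and no-enzyme buffer wells for full effect; values of inactives mirror those of a sister screen read the other way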
A3G deaminase – inhibitors of human APOBEC3G DNA deaminase; Q9HC16; recombinant A3G, ssDNA deamination FAM/TAMRA fluorescence; inhibition, % at 20 µM; 0.28% of 330,000 active; AID 493012;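 active = inhibition of at least 40% at 20 µM, with no more than 30% in the related APOBEC3A deaminase screen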;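 note: plate controls were DMSO wells with A3G for no effect and wells lacking A3G enzyme for full effect; some compounds called inactive have numbers as strong as hits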
Target sequence (Q9HC16 whole entry, looked up): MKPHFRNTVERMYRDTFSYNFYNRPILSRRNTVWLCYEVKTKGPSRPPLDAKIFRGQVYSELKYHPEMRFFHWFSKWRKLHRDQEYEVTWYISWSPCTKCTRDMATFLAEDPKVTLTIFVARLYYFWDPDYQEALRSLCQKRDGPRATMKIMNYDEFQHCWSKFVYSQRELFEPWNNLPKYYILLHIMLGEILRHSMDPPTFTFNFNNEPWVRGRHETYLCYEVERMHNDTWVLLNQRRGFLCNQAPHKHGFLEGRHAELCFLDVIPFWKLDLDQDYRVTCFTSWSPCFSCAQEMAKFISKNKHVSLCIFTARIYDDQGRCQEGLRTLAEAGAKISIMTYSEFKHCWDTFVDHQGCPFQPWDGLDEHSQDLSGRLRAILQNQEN
A3A deaminase – inhibitors of human APOBEC3A DNA deaminase; recombinant A3A, FAM/TAMRA ssDNA deamination fluorescence; inhibition, % at 20 µM; 0.41% of 330,000 active;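 active = at least 40% inhibition at 20 µM here, with at most 30% in a related deaminase screen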;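 note: plate controls were A3A with DMSO for no effect and wells lacking A3A enzyme for full effect; some results filed as inactive read as strong as hits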
Target sequence (P31941 whole entry, looked up): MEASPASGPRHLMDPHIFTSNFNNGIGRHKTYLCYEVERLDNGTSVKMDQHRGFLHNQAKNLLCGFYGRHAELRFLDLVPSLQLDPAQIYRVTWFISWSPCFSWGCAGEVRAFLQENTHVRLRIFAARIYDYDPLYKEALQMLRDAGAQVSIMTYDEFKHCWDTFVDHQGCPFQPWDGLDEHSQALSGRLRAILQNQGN
hIAP activ – increases human intestinal alkaline phosphatase activity; purified human IAP, CDP-Star luminescence, 30 min; stronger effect = higher value; 1 = vehicle-only enzyme, 0 = enzyme-free background; activation factor at 10 µM; 0.16% of 330,000 active; AID 2524;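 active = activation factor of the enzyme at least 2-fold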; note: the source names both 10 and 20 µM as test concentration; values of inactives mirror those of a sister screen read the other way
mIAP activ – increases mouse intestinal alkaline phosphatase activity | muIAP, CDP-Star luminescence, 30 min; stronger effect = higher value; 1 = vehicle-only enzyme signal, 0 = enzyme-free wells | activation factor at 10 µM | 0.24% of 330,000 active | AID 2805;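 active = activation factor of at least 2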; note: the source names both 10 and 20 µM as test concentration; values of inactives mirror those of a sister screen read the other way
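System: Mouse IAP enzyme | Also added: CDP-Star substrate | Dosing: Compounds dispensed in DMSO | Schedule: 30 min enzyme-substrate-compound incubation at room temperature | Technique: Chemiluminescence readout | Control set: DMSO-only wells and no-enzyme negative control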
Starred values were filed as active, the others as inactive; · = no result given.

The opening 2 compounds (preview)
SMILES | mIAP block | beta cell repl | MPTP block | ATG4B inhibitor | hIAP block | A3G deaminase | A3A deaminase | hIAP activ | mIAP activ
O=C(Nc1ccc(F)cc1)c1ccc2nc[nH]c2c1 | 9 | -3 | 0.1 | -5 | -4 | 5 | 3 | 1 | 0.91
CN1CCC(N(C)S(=O)(=O)c2ccc(NC(=O)c3ccc(S(=O)(=O)N(C)C)cc3)cc2)CC1 | 4 | -2 | 0.4 | -1 | 18 | 1 | 47* | 0.82 | 0.96

Main list (from the top)
SMILES | mIAP block | beta cell repl | MPTP block | ATG4B inhibitor | hIAP block | A3G deaminase | A3A deaminase | hIAP activ | mIAP activ
O=C(Nc1ccc(F)cc1)c1ccc2nc[nH]c2c1 | 9 | -3 | 0.1 | -5 | -4 | 5 | 3 | 1 | 0.91
CN1CCC(N(C)S(=O)(=O)c2ccc(NC(=O)c3ccc(S(=O)(=O)N(C)C)cc3)cc2)CC1 | 4 | -2 | 0.4 | -1 | 18 | 1 | 47* | 0.82 | 0.96
COc1ccc(C#Cc2c(-c3ccsc3)oc3ccc(-c4cc(OC)c(OC)c(OC)c4)cc23)cc1 | -4 | -5 | 1.5 | 6 | -14 | 9 | 1 | 1.1 | 1
S=C(c1ccc2c(c1)OCO2)N1CCCC1 | 1 | -5 | 0.7 | -2 | -11 | -7 | -9 | 1.1 | 0.99
CN1CN(C)c2cccc3cccc1c23 | -1 | 3 | -0.9 | 2 | 1 | 9 | -8 | 0.99 | 1
O=C(NC(NC1CCS(=O)(=O)C1)C(=O)c1ccccc1)c1ccc(Cl)cc1 (configuration not stated) | 6 | 0 | -1.3 | 2 | 5 | -8 | -2 | 0.95 | 0.94
N#CCCn1cc(/C=N/O)c(-c2ccc(-c3ccccc3)cc2)n1 | 1 | -3 | -11 | -23 | -5 | -3 | 5 | 1.1 | 0.99
CCn1c(SCC(=O)Nc2ccc(Cl)cc2)nnc1C1CC1 | -8 | -4 | 0.8 | -7 | 0 | 5 | 0 | 1 | 1.1
CN(C(=O)CN1C(=O)c2ccccc2S1(=O)=O)c1ccccc1C(=O)O | -22 | -2 | -1.7 | -14 | -11 | -5 | -9 | 1.1 | 1.2
Cn1c(N)c(C(=O)COC(=O)COc2ccc(Cl)cc2)c(=O)n(C)c1=O | 3 | -2 | -0.4 | -8 | 8 | -6 | 0 | 0.92 | 0.97
O=C1C2C3C=CC(CO)(O3)C2C(=O)N1c1ccccc1-c1ccccc1 (configuration not stated) | 3 | -5 | -3.1 | -8 | 9 | 60* | -3 | 0.91 | 0.97
C#CCOCCOCCOCCNc1nc(N2CCN(C(=O)[C@H](CCC(=O)O)n3cc(C(N)CC(C)C)nn3)CC2)nc(N2CCN(C(=O)[C@H](Cc3ccc(O)cc3)n3cc(C(N)[C@H](C)CC)nn3)CC2)n1 (some centres not stated) | 2 | -2 | · | · | 1 | -12 | -3 | 0.99 | 0.98
O=C(CSc1nc(Nc2ccccc2)nc(N2CCOCC2)n1)Nc1ccc(Br)cc1F | 2 | -6 | -1.9 | -2 | 9 | -8 | -4 | 0.91 | 0.98
COc1ccc(CC(=O)Nc2ccc(N3CCOCC3)cc2)cc1S(=O)(=O)N1CCOCC1 | -3 | -1 | -0.6 | -3 | -12 | -3 | 4 | 1.1 | 1
CC(=O)C1=C(O)C(=O)N(c2ccc(Br)cn2)C1c1ccccc1[N+](=O)[O-] (configuration not stated) | 10 | 0 | 0.3 | 4 | 8 | -5 | -2 | 0.93 | 0.9
CCSCc1nc(N)nc(NCCc2ccccc2)n1 | 9 | 2 | 0.0 | 0 | 6 | -5 | -4 | 0.94 | 0.91
Cn1c(=O)c2c(SCC(=O)N3CCOCC3)nc(C3CC3)nc2n(C)c1=O | 6 | 0 | -1.8 | -5 | 15 | 2 | -3 | 0.85 | 0.94
CCn1cc(C(=O)Nc2ccccc2)c(=O)c2ccc(C)nc21 | -4 | -4 | · | · | -8 | -8 | -8 | 1.1 | 1
CC1CCC2(CC1)NC(=O)N(CC(=O)c1cn(CCC#N)c3ccccc13)C2=O (configuration not stated) | -7 | -3 | 0.9 | -2 | -5 | -3 | 7 | 1 | 1.1
COc1ccc(C)cc1NC(=S)N1CCN(c2ccccn2)CC1 | 8 | 0 | -0.6 | -6 | -4 | -5 | -2 | 1 | 0.92
Cc1cc(C)c(C)c(S(=O)(=O)N2CCN(C)CC2)c1C | 2 | -3 | -2.3 | -1 | -7 | -7 | -3 | 1.1 | 0.97
N#Cc1cc(-c2ccccc2)oc1NC(=O)c1ccccc1 | 0 | -2 | -0.2 | 3 | -7 | -8 | -5 | 1.1 | 1
C=CCOc1ccc(/C=C/C(=O)OCC(=O)NNC(=O)c2ccccc2F)cc1 | 8 | -2 | -1.2 | 0 | -56 | 2 | 1 | 1.6 | 0.92
COc1cccc(NC(=O)Cc2ccccc2)c1 | -16 | -4 | 0.2 | 1 | -16 | -12 | -6 | 1.2 | 1.2
CCn1c(Cc2ccccc2)nnc1SCC(=O)Nc1ccc(S(N)(=O)=O)cc1 | -1 | -2 | -0.1 | -13 | -22 | 2 | -1 | 1.2 | 1
CCn1c2ccccc2c2cc(N)ccc21 | 8 | -5 | -2.2 | -13 | -8 | 0 | -2 | 1.1 | 0.92
Cc1ccc(COc2ccc(/C=N/NC(=O)c3nnn(-c4nonc4N)c3COc3ccc(F)cc3)cc2)cc1 | 21 | -3 | 2.3 | -10 | 7 | -2 | 1 | 0.93 | 0.79
CCOC(=O)C(NC(=O)CC)(Nc1nc2c(s1)CCCC2)C(F)(F)F (configuration not stated) | 2 | -1 | 1.4 | -5 | -10 | -4 | -7 | 1.1 | 0.98
Cc1cccc(-c2nn(-c3ccccc3)cc2C(=O)Nc2cccc(S(=O)(=O)NC3=NCCC3)c2)c1 | -23 | -2 | -2.1 | -23 | 11 | 0 | 0 | 0.89 | 1.2
CCCC[C@@H]1C=C(C(=O)O)[C@H](c2ccc(Br)cc2)N1S(=O)(=O)c1ccc(C)cc1 | 11 | -3 | 1.6 | 3 | -4 | -5 | -6 | 1 | 0.89
COc1ccc2c(Cl)c(C(=O)NCCCn3ccnc3)sc2c1 | -2 | -3 | -1.2 | 1 | -9 | -3 | -2 | 1.1 | 1
Cc1cccc(C)c1NC(=O)COc1ccccc1C(=O)Nc1ccc(Br)cn1 | 3 | -1 | -16 | 9 | 3 | -3 | 0 | 0.97 | 0.97
CCN(C(=O)c1ccco1)c1nc(CC(=O)Nc2ccc(Cl)cc2)cs1 | 12 | -2 | 5.8 | 11 | 27 | -6 | 0 | 0.73 | 0.88
COc1cc(/C=C/c2noc(-c3ccccc3O)n2)ccc1OC(C)=O | -4 | -4 | 3.3 | -2 | -10 | 0 | 4 | 1.1 | 1
S=C(c1ccc(-c2ccc(Cl)c(Cl)c2)o1)N1CCOCC1 | 21 | -4 | -1.5 | 5 | -22 | 2 | -2 | 1.2 | 0.79
COc1cc(OC)cc(-c2nc3ccccc3c(=O)o2)c1 | 0 | -2 | -0.8 | -3 | -11 | -3 | 0 | 1.1 | 1
CCN1CCN(S(=O)(=O)c2ccc(Cl)c(C(=O)Nc3nnc(C)s3)c2)CC1 | -1 | -3 | 1.3 | 1 | 2 | -6 | 0 | 0.98 | 1
CCn1c(SCC(=O)Nc2nc(-c3ccccc3)cs2)nnc1-c1ccccc1O | 5 | -1 | -1.3 | -9 | 1 | -10 | -7 | 0.99 | 0.95
Cc1nnc(SC(C)C#N)n1-c1ccccc1 (configuration not stated) | -1 | 3 | -0.2 | -9 | -5 | -11 | -1 | 1.1 | 1
COCCn1nnnc1C(C(C)C)N(Cc1cccnc1)Cc1ccccc1Cl (configuration not stated) | -7 | -2 | -18 | -4 | -21 | 1 | 4 | 1.2 | 1.1
COc1cccc(C2NC(=O)c3ccccc3O2)c1OC (configuration not stated) | 0 | -2 | 5.3 | -11 | -3 | -8 | -8 | 1 | 1
CN(C)S(=O)(=O)c1cc(NC(=O)CN2CCN(c3ccccc3)CC2)ccc1Cl | -3 | 0 | 0.0 | -2 | 3 | -2 | 1 | 0.97 | 1
Cc1ccc(C(=O)C(C)OC(=O)CN2C(=O)NC3(CCCC3)C2=O)cc1C (configuration not stated) | 4 | 0 | -0.6 | 7 | 4 | -9 | 2 | 0.96 | 0.96
COc1ccc([C@@H]2[C@@H]3C(=O)N(C(C)(C)C)C(=O)[C@@H]3[C@]3(Cc4ccccc4)C(=O)N(c4cccc(Br)c4)C(=O)N23)cc1 | 0 | -6 | 1.0 | -20 | 5 | 0 | 8 | 0.95 | 1
CC(C)CN1CCN(Cc2ccc(C#CC(C)(C)O)cc2)CC1CCO (configuration not stated) | 2 | 0 | 3.3 | 7 | -10 | -6 | -1 | 1.1 | 0.98
CN1C(=O)S/C(=C\c2ccccc2OCc2ccc(C(=O)O)cc2)C1=O | 1 | -4 | 0.9 | 8 | 16 | -7 | -3 | 0.84 | 0.99
Cc1cc(C)n2cc(COc3ccccc3)nc2n1 | 8 | 0 | -3.1 | 10 | 11 | -9 | -3 | 0.89 | 0.92
COc1ccccc1N1CCN(C(=O)c2oc3cc(C)cc(C)c3c2C)CC1 | 3 | 0 | 5.4 | -4 | 6 | -2 | -1 | 0.94 | 0.97
Cc1ccc(NC(=O)C2CCN(S(=O)(=O)c3ccc4c(c3)NC(=O)C(C)S4)CC2)c(C)c1 (configuration not stated) | -20 | -3 | 0.5 | -3 | -33 | -7 | -3 | 1.3 | 1.2
Cc1onc(-c2ccccc2)c1C(=O)O/N=C(\N)c1ccc([N+](=O)[O-])o1 | 5 | -4 | -1.4 | 2 | 10 | -1 | -2 | 0.9 | 0.95
COc1ccc(/C=N/NC(=O)c2ccc[nH]2)cc1 | -2 | 1 | 0.8 | -6 | 9 | -6 | -3 | 0.91 | 1
COc1ccc(S(=O)(=O)N2CCC(C(=O)Nc3cccc(Cl)c3)CC2)cc1OC | -176 | -4 | 2.3 | -10 | -11 | -5 | -8 | 1.1 | 2.8*
COc1cccc(NC(=O)c2cccs2)c1 | -7 | -4 | -1.2 | -6 | -2 | 3 | 5 | 1 | 1.1
O=C(Nc1cccc(S(=O)(=O)N2CCCC2)c1)c1ccc2c(c1)OCO2 | -22 | 0 | 0.1 | 1 | -23 | -3 | -1 | 1.2 | 1.2
COC(=O)C1C(=O)C2=C(CC1C)NC(C)=C(C(=O)OC(C)C)C2c1ccc(OC)c(O)c1 (configuration not stated) | 3 | 0 | 0.9 | -9 | 11 | -2 | -2 | 0.89 | 0.97
CSc1ccccc1NC(=O)CCn1c(=O)oc2ccccc21 | 7 | 1 | -0.6 | 7 | -1 | 7 | 3 | 1 | 0.93
CCN(CC)c1nc(SCC(=O)O)nc(N(CC)CC)n1 | -1 | 0 | -0.8 | -9 | 2 | -4 | -1 | 0.97 | 1
Cc1c(O)c(S(=O)c2ccccc2)c(=O)n(-c2ccccc2)c1-c1ccccc1 (configuration not stated) | 0 | 0 | 1.9 | -9 | 15 | -9 | 5 | 0.85 | 0.99
COc1ccc(CCNC(=O)CCN2C(=O)C(C)Oc3ccc(C)cc32)cc1OC (configuration not stated) | 4 | -1 | 0.9 | -7 | 0 | 0 | -2 | 1 | 0.96
Cc1cccc(NC(=O)Cn2nnc(C(=O)NCc3cccs3)c2N)c1C | -3 | -4 | 0.0 | 5 | 3 | 1 | 4 | 0.97 | 1
CNCc1ccccc1OCc1ccc(F)cc1 | 5 | 0 | 1.8 | -3 | -4 | -4 | -1 | 1 | 0.95

High-throughput results: PubChem BioAssay, Sanford-Burnham Center for Chemical Genomics
